Redox H2O2 prof: compounds producing H2O2 with reducing agent – biochemical, NIH compound library profiling, artefact control for MLSCN library redox annotation, primary screen. DTT-dependent redox cycling H2O2, phenol red/HRP absorbance; 100% = 100 µM peroxide control, 0% = buffer. activation, % at 10 µM. 200,000 tested, 0.03% active;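 active means activation of at least 50% relative to the plate's high and low controls in the primary single-dose screen; inactive means activation below 50%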;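 further: compound incubated with DTT at 0.8 mM final as the reducing agent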
PMI act hi M6P: human PMI activators, high substrate, primary screen, biochemical, fluorescence intensity, near-saturating mannose 6-phosphate | coupled PMI enzyme assay, resazurin fluorescence, 20 min; active compounds read high; 1 = untreated enzyme, 0 = substrate-free blank | activation factor at 20 µM | 190,000 tested, 0.34% active | AID 1216, 2008;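 active means activation factor of 2 or more at 20 µM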
Target sequence (P34949 whole entry, looked up): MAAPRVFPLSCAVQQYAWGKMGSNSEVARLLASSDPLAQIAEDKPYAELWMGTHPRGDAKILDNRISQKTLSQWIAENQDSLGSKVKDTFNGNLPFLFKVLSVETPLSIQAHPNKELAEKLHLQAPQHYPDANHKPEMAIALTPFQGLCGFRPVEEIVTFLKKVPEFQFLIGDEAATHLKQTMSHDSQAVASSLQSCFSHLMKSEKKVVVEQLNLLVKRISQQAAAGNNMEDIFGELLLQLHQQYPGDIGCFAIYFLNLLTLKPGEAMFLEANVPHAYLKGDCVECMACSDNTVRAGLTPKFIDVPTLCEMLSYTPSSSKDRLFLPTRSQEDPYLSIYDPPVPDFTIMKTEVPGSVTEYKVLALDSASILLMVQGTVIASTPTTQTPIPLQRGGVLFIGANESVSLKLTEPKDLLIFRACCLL
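Material: human phosphomannose isomerase with PGI, G6PDH, diaphorase coupling enzymes; amount: PMI at 15 ng/mL final; also added: Mannose-6-phosphate 1.0 mM (near-saturating) plus 0.22 mM NADP+; incubation: enzyme reaction with compound 20 min at room temperature; signal: resorufin fluorescence (Ex 544/Em 590 nm) from resazurin via diaphorase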
RAM network inh: inhibitors of the yeast RAM network, primary screen, dse1pr::URA3 reporter, 5-FOA selection; 190,000 tested, 1.8% active; S. cerevisiae dse1pr::URA3 reporter, 5-FOA growth OD615, 2 d; analog-sensitive cbk1-as2 kinase mutant strain; inhibition, % at 50 µM;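 active means inhibition above a set limit, 3 SD over mean compound inhibition, cut at about 8.4% in these data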;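 further: 0% = DMSO-only wells with no growth and 100% = 10 µM 1-NA-PP1 full growth; inhibition rescues growth on 5-FOA so higher OD means more RAM inhibition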
Hsp70 activator: Hsp70 transcriptional activators, primary screen, cell-based, HeLa, Hsp70 promoter luciferase, luminescence, 10 µM; HeLa Hsp70 promoter luciferase reporter; scaled: vehicle 0, proteasome-inhibitor control 100%; activation, % at 10 µM; 200,000 tested, 0.04% active;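 active means activation above the mean across all tested compounds plus 3 SD, cutoff set per campaign, cut at about 5.5% in these data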;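 further: 100% = MG132 at 30 µM as the positive control and 0% = DMSO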
TNAP inh hi DEA: human TNAP enzyme inhibitors, primary screen, biochemical, luminescent, high phosphate acceptor level, uHTS. inhibition, % at 20 µM. Alkaline phosphatase, tissue-nonspecific isozyme (Homo sapiens), P05186. purified TNAP, CDP-star luminescence, 1 M DEA. 200,000 tested, 0.03% active. AID 1135, 2008;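 active means over 50% inhibition of tissue-nonspecific alkaline phosphatase at 20 µM in the single-dose screen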;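 further: plate controls were DMSO wells for no effect and EDTA-quenched wells as full inhibition for full effect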
PMI act: activators of human PMI, primary screen, biochemical, fluorescence intensity, near-Km mannose 6-phosphate; activation factor at 20 µM; Mannose-6-phosphate isomerase (Homo sapiens), P34949; 190,000 tested, 0.005% active; purified human PMI, coupled resazurin fluorescence, 20 min; active compounds read high; 1 = vehicle control, 0 substrate-free wells;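 active means activation factor of 2 or more at 20 µM, relative to plate controls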
Efa HMGR inh: inhibitors of E. faecalis class II HMGR, primary screen, biochemical, Enterococcus faecalis. HMG-CoA reductase (Enterococcus faecalis, mvaE). purified E. faecalis HMGR, NADPH absorbance 340 nm kinetic. inhibition, % at 10 µM. 190,000 tested, 0.41% active. AID 1066, 2008;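 active means inhibition above a set limit, the median over all tested compounds plus 3 SD, cut at about 9.5% in these data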;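 further: enzyme runs in reverse so mevalonate oxidation gives rising NADPH absorbance; 0% = complete reaction with DMSO and 100% = background rate lacking mevalonate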
S1P3 antagonist: S1P3 receptor antagonists, primary screen, cell-based. CHO S1P3 NFAT-BLA reporter, FRET fluorescence, antagonist mode. inhibition, % at 4.98 µM. 170,000 tested, 0.27% active. AID 485, 2006;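 active means inhibition above the plate cutoff, the mean inhibition of test wells on that plate plus 3 SD, cut at about 28% in these data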;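 further: cells challenged with S1P at its EC80 of 0.8 µM; blue over green emission ratio from cleaved BLA substrate after 4 h stimulation; 0% = S1P-stimulated wells and 100% = unstimulated DMSO-only wells; some compounds past the cut are filed as inactive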
Target sequence (Q99500 whole entry, looked up): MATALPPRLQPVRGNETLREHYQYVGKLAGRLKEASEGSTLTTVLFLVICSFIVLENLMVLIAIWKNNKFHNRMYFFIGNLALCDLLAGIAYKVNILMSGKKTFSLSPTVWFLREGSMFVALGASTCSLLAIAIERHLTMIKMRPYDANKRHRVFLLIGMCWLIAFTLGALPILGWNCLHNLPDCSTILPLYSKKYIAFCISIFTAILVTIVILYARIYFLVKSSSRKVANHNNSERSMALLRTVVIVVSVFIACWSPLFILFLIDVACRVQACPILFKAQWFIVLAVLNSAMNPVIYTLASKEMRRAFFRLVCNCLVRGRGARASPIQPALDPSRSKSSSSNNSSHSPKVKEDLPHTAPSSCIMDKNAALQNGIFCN
TNAP inh noacc: human TNAP enzyme inhibitors, primary screen, biochemical, luminescent, no phosphate acceptor, uHTS; Alkaline phosphatase, tissue-nonspecific isozyme (Homo sapiens), P05186; purified TNAP, CDP-star luminescence, 30 min; inhibition, % at 20 µM; 200,000 tested, 0.26% active; AID 1012, 2008;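 active means tissue-nonspecific alkaline phosphatase inhibition above about 50% at 20 µM in the single-dose screen, limit read from the data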;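 further: 0% = DMSO negative control and 100% = EDTA positive control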
Lmaj promast: Leishmania major promastigote growth inhibition, primary screen | Leishmania major promastigotes, resazurin fluorescence viability | 200,000 tested, 9% active | inhibition, % at 10 µM; in the data active means inhibition above about 50%;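 further: promastigotes grown with compound for 44 hours at 28 °C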
An asterisk follows results filed as active; . = no result given; & = joins results of further samples.

SMILES	Redox H2O2 prof	PMI act hi M6P	RAM network inh	Hsp70 activator	TNAP inh hi DEA	PMI act	Efa HMGR inh	S1P3 antagonist	TNAP inh noacc	Lmaj promast
COC(=O)c1c(-c2ccc(C)cc2)csc1NC(=O)c1c(-c2ccccc2)noc1C	-0.1	1	7.0	-0.2	9	1	2	2	0	5
C=CCc1ccccc1OCC(O)CN1CCN(CCN2C(=O)c3cccc4cccc(c34)C2=O)CC1 (stereo unspecified)	-0.4	1.4	1.1	-0.1	3	1.2	2	8	12	100*
CCCNC(=O)C12CCC(C)(C(=O)C1Br)C2(C)C (stereo unspecified)	0.1	1	0.0	-0.3	-1	1	-2	-13	-6	0
CN(Cc1ccccc1)c1nc2c(c(=O)[nH]c(=O)n2C)n1Cc1ccccc1	0.1	1	0.5	0.1	-6	1	-4	-1	-12	11
COCc1cc(=O)[nH]c(/N=C(\N)Nc2ccc(C)cc2)n1	2.8	1	0.2	-0.2	-1	1	-3	-23	-3	-3
COCCNC(=O)C(OC(=O)C1=Cc2ccccc2OC1)C(C)C (stereo unspecified)	-1.1	1	-1.2	-0.2	-2	0.9	7	-9	-2	-5
O=C(O)CCC(=O)N1N=C(c2ccccc2)CC1c1ccc2nccnc2c1 (stereo unspecified)	0.1	1	6.1	-0.3	-4	0.9	0	5	-14	1
OC(COc1ccc2ccccc2c1)CN1CCOCC1 (stereo unspecified)	0.1	1.1	-0.1	-0.1	-5	1	1	4	-13	60*
COc1ccccc1C(=O)N1CCN(S(=O)(=O)c2ccccc2)CC1	1.2	1.1	0.1	-0.2	-8	1.1	1	16	1	-6
CCCCC(=O)Nc1nc(C)c(-c2csc(Nc3cc(Cl)ccc3OC)n2)s1	-3.4	1.3	0.7	-0.3	-5	1.1	0	.	-5	40
O=c1cnnc(Nc2cccc(C(F)(F)F)c2)[nH]1	-1.1	1	0.0	0.0	-1	1.1	2	-16	-3	-2
Cn1c(SCC(=O)Nc2cc(C(C)(C)C)nn2-c2ccccc2)nc2ccccc21	-0.5	0.9	0.8	-0.1	0	0.9	4	0	-3	11
CCOc1ccc(NC(=O)CSc2nnc(-c3ccncc3)n2CC2CCCO2)cc1 (stereo unspecified)	0.7	1.1	-0.2	-0.5	-6	1.1	0	-18	9	-2
O=C(O)Cc1ccc2ocnc2c1	-1.1	1	1.2	0.1	-1	0.9	2	.	19	-1
COC(=O)c1ccc2nc(-c3ccc4c(c3)OCO4)cn2c1	-1.1	0.9	1.6	-0.5	-4	0.9	-6	-4	-6	2
Cc1cccc(NC(=O)CSc2nc3c(c(=O)[nH]2)CCC3)c1C	0.7	1	2.1	-0.4	7	1	-1	-35	1	6
CC(=O)Nc1cccc(Oc2ncnc3scc(-c4ccccc4)c23)c1	0.3	1	-1.3	-0.4	3	0.9	-5	23	-10	6
CC1CCCN(CCC(=O)Nc2ccccc2)C1 (stereo unspecified)	-1.2	1.1	2.1	-0.5	-7	1	-3	-3	-9	-1
COc1cccc(OCC(=O)NNC(=O)c2cnccn2)c1	-0.5	0.9	-0.7	-0.1	-4	0.8	1	1	-113	-7
COC(=O)C1=C(C)NC(=O)NC1C1CC=CCC1 (stereo unspecified)	-0.2	0.9	2.0	-0.3	-5	1	-8	4	-12	-1
O=C(Nc1c(F)cccc1F)c1ccc(-n2cncn2)nc1	2.8	0.9	3.0	-0.4	-2	0.9	-2	.	-7	-5
CCOC(=O)C(C#N)c1ccccn1 (stereo unspecified)	0.2	0.9	-1.2	-0.2	-3	0.9	0	8	-13	-7
CCOc1ccc2nc(Cl)c(CN(C(C)=O)C3CCCCC3)cc2c1	-0.4	.	2.1	-0.1	-4	.	-8	-21	-4	-3
c1ccc(-c2noc(-c3ccncc3)n2)nc1	-0.5	1	2.7	0.0	-9	1	1	-33	-6	-2
COc1cc(/C=C/C(=O)NCC(=O)N2CCC(N(C)CCN3CCOCC3)CC2)ccc1OC(C)C	-0.3	1.2	0.9	0.7	-2	1.2	0	16	-5	-4
CC(C)CCNC(=O)C12CN(Cc3ccccc3)CC1C(c1ccc([N+](=O)[O-])cc1)=NO2 (stereo unspecified)	-3.5	0.9	2.3	-0.1	2	0.9	-1	.	-2	5
CC(C)NS(=O)(=O)c1ccc(CCC(=O)NCc2ccncc2)cc1	0.4	1	-0.1	-0.3	-6	1.1	-6	-15	-5	1
O=C(O)c1cnc(-c2ccccc2)nc1Oc1ccc(Cl)cc1	-1.1	1	2.7	-0.3	-2	1	-5	-12	-6	-5
O=C(Cc1ccc(-c2ccccc2)cc1)NC1CCCC1	-1.5	1	5.2	-0.3	-1	1	-6	21	-11	8
CS(=O)(=O)N(CC(=O)N1CCN(c2ccccc2F)CC1)c1ccc2c(c1)OCCO2	-0.3	0.9	0.0	-0.3	-1	0.9	2	9	-10	-3
COc1ccc(OCc2nc3ccccc3n2C(C)C)cc1	-0.5	0.9	-0.7	0.2	-3	0.9	-5	-14	-7	5
COc1ccc2cc(C(=O)N/N=C/c3sc4ccccc4c3O)ccc2c1	-0.1	0.7	4.4	-0.1	19	0.8	4	-7	-11	-15
CCOC(=O)C(Cc1ccccc1)NC(=O)CCc1c(C)nc2nc(C)nn2c1C (stereo unspecified)	-2.5	1.1	2.3	-0.4	-2	1	-3	.	0	2
CCOc1ccccc1N1CCN(C(=O)CC(C)(C)C)CC1	0.2	1	-0.1	-0.1	-2	1	11*	1	-108	0
O=C(CSc1ncc(-c2ccccc2)n1CC1CCCO1)N1CCCCC1 (stereo unspecified)	-1.3	1.1	2.4	-0.1	-8	1.1	-2	-18	1	-4
COc1ccc(C(=O)c2coc3ccc(O)c(CN4CCCC4)c23)cc1	-0.5	1.1	2.7	0.2	0	1.1	3	-24	-6	7
CCOC(=O)c1sc(NC(=O)CSc2nnnn2-c2ccccc2)nc1C	1.6	1	3.2	-0.5	-5	1	-4	-6	-9	27
O=C(CCCN1C(=O)c2cccc3cccc(c23)C1=O)N1CCc2ccccc2C1	2.4	1	2.0	-0.3	4	0.8	-14	.	0	-6
CN1CCN(CCCN2c3ccccc3Sc3ccc(Cl)cc32)CC1	-0.2	0.9&0.8	0.0	-0.4&-0.3	-1&-1	1&0.9	-7&-1	-2&-10	-6&1	100*
Cc1c(NC(=O)CSc2ncccn2)c(=O)n(-c2ccccc2)n1C	-1.9	1.1	1.2	-0.2	-3	1	-5	-8	-2	-8
S=C(NCCc1c[nH]c2ccccc12)NC1CC1	-0.1	1	0.8	-0.3	-8	1	-5	5	-13	4
O=C(CCc1ccccc1)OCC(=O)c1ccc(Br)cc1	0.0	1	2.7	0.0	2	0.9	3	9	-12	-6
CN(CCc1ccccn1)C(=O)CCC1CCCN(C(=O)c2ccc3c(c2)OCCO3)C1 (stereo unspecified)	1.1	1	1.4	0.3	-10	1.1	-3	-11	-4	-2
COC(=O)CC1C(=O)NCCN1C(=O)Nc1ccc(Cl)c(Cl)c1 (stereo unspecified)	0.1	1	1.6	0.0	1	1.1	-1	-1	4	-8
CCN(CCCNC(=O)C1CCCN(S(=O)(=O)c2cnc[nH]2)C1)c1ccccc1 (stereo unspecified)	-0.8	0.9	-0.4	-0.1	1	0.9	0	-47	-11	-4

A draw from above in order of SMILES length, ascending.
SMILES	Redox H2O2 prof	PMI act hi M6P	RAM network inh	Hsp70 activator	TNAP inh hi DEA	PMI act	Efa HMGR inh	S1P3 antagonist	TNAP inh noacc	Lmaj promast
S=C(NCCc1c[nH]c2ccccc12)NC1CC1	-0.1	1	0.8	-0.3	-8	1	-5	5	-13	4
COC(=O)CC1C(=O)NCCN1C(=O)Nc1ccc(Cl)c(Cl)c1 (stereo unspecified)	0.1	1	1.6	0.0	1	1.1	-1	-1	4	-8
COc1ccc(C(=O)c2coc3ccc(O)c(CN4CCCC4)c23)cc1	-0.5	1.1	2.7	0.2	0	1.1	3	-24	-6	7

Returning to the listing with the 3 entries that preceded the break.
SMILES	Redox H2O2 prof	PMI act hi M6P	RAM network inh	Hsp70 activator	TNAP inh hi DEA	PMI act	Efa HMGR inh	S1P3 antagonist	TNAP inh noacc	Lmaj promast
CN(CCc1ccccn1)C(=O)CCC1CCCN(C(=O)c2ccc3c(c2)OCCO3)C1 (stereo unspecified)	1.1	1	1.4	0.3	-10	1.1	-3	-11	-4	-2
COC(=O)CC1C(=O)NCCN1C(=O)Nc1ccc(Cl)c(Cl)c1 (stereo unspecified)	0.1	1	1.6	0.0	1	1.1	-1	-1	4	-8
CCN(CCCNC(=O)C1CCCN(S(=O)(=O)c2cnc[nH]2)C1)c1ccccc1 (stereo unspecified)	-0.8	0.9	-0.4	-0.1	1	0.9	0	-47	-11	-4
C=CCNc1ncnc2ccc(Br)cc12	0.3	1	0.9	-0.3	-5	1	-6	6	-8	41
COc1ccccc1NC(=S)N(Cc1ccccc1)Cc1cccs1	-0.1	1	1.5	0.1	-1	0.9	-4	3	-3	-3
Cc1cccc(C(=O)Nc2ccc(C(=O)/C=C/c3cccnc3)cc2)c1	0.2	1.1	1.3	0.1	0	0.9	0	5	-25	100*
COc1cccc2sc(Nc3nc(-c4ccccn4)cs3)nc12	0.0	0.6	-0.8	4.7	-2	0.6	2	34	-20	100*
Cc1cc(NC(=O)CCCn2nc([N+](=O)[O-])c(Br)c2C)no1	-0.5	0.9	1.8	0.2	1	0.9	1	1	-5	7
CC1CCc2c(nc3ncnn3c2Nc2ccc(OC(F)(F)F)cc2)C1 (stereo unspecified)	0.3	1.1	1.4	-0.2	-2	1.1	-3	.	-6	5
Cc1ccc(C(=O)CC(=O)c2ccc(C(C)(C)C)cc2)cc1	-0.6	1.1	20*	-0.2	-5	1	-4	-10	-8	-4

Compound activity deposited in PubChem BioAssay by several laboratories.

No enrichment for hits; any-hit rate near 12%.
